High-throughput results deposited in PubChem BioAssay by several laboratories.
dFosB act = activators of delta FosB homodimer, primary screen, biochemical, fluorescence polarization, TAMRA-CDK5 oligo, single point. Protein FosB (Mus musculus), P13346. purified delta FosB; percent of positive-control signal above neutral wells. activation, % at 25 µM. 0.99% of 340,000 active. AID 493131, 2011;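 active = mean activation above about 17%, with every replicate also reaching it, limit read from the data, passing the limit was not always enough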;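 note: fluorescence polarization rise as delta FosB binds a TAMRA Cdk5 AP-1 oligo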
Target sequence (P13346 whole entry, looked up): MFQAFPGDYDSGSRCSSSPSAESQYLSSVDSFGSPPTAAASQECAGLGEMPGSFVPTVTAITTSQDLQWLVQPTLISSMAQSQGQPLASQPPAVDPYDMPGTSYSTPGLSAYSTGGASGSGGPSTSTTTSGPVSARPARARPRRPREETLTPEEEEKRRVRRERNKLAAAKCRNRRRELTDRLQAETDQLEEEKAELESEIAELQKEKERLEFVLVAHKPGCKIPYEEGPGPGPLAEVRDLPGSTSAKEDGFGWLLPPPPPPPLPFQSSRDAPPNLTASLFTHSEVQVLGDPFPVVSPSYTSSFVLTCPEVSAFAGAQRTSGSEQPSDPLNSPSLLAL
V-ATPase pH = regulators of yeast V-ATPase proton pumping, primary screen, pHLuorin cytosolic pH fluorescence. S. cerevisiae. response, % at 10 µM. 0.37% of 350,000 active. AID 504577, 2011; in the data active = response mostly above about 7.3%, no sharp cut-off; inactive = mostly below about 5.4%; note: actives read high; inactives centre near 0; some compounds called inactive have numbers as strong as hits; reference of the scale not given here
Tat transport = E. coli Tat export inhibitors, primary screen, MC4100, TorA-mCherry reporter, fluorescence, single point; inhibition, % at 10 µM; 0.036% of 340,000 active;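 active = mean replicate inhibition at least 50% and at least half of replicates individually reaching 50%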;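 note: exported cargo escapes ClpAP degradation while cytoplasmic cargo is degraded and loses fluorescence; 0% = median of neutral control wells and 100% = median of NaSCN control wells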
CAL PDZ FP-1 = CAL PDZ peptide-binding inhibitors, primary screen, biochemical, fluorescence polarization, Cer-tagged CAL PDZ, HTS. Golgi-associated PDZ and coiled-coil motif-containing protein (Homo sapiens), Q9HD26. purified CAL PDZ, TMR-peptide fluorescence polarization, 1 h. inhibition, % at 20 µM. 0.02% of 330,000 active. AID 504414, 2011;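 active = highest replicate inhibition of at least 40%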;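 note: plate controls were DMSO neutral control wells for no effect and unlabeled competitor peptide control wells for full effect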
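Assay system – tagged CAL PDZ protein CerCALP, purified · Timing – 1 h at RT · Compound – single point, 20 µM · Measured by – fluorescence polarization from S- and P-plane intensities, G-factor corrected · Evaluation – inhibition from polarization loss · Probe or stimulus – TMR reporter peptide T*-PRC34 · Buffer or medium – pH 7.4 phosphate-saline buffer, reducing agent, detergent, IgG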
CAL PDZ FP-2 = untagged CAL PDZ binding inhibitors, primary screen, biochemical, fluorescence polarization, HTS. AID 602252, 2012. inhibition, % at 24.9 µM. purified CAL PDZ, TMR-peptide fluorescence polarization, 1 h. 0.92% of 300,000 active;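 active = mean inhibition of at least 30% with at least half of replicates also reaching 30%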;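 note: 0% = DMSO neutral control and 100% = excess unlabeled competitor peptide PRC23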
Rtt109 Vps75 = inhibitors of C. albicans Rtt109/Vps75 HAT, primary screen, biochemical, ThioGlo CoA-SH fluorescence, plate reader | 0.16% of 330,000 active | inhibition, % at 34.9 µM | AID 540336, 2011 | purified Rtt109/Vps75, 4 h | Histone acetyltransferase RTT109 (Candida albicans (strain SC5314 / ATCC MYA-2876)), …;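 active = inhibition of at least 50% in every replicate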
Wnt act = Wnt/beta-catenin pathway activators, primary screen, cell-based, plate reader, single point | activation, % at 9.35 µM | 1.2% of 300,000 active | Wnt/beta-catenin reporter cell assay, activator; in the data active = activation above about 30%, passing the limit was not always enough;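 note: 0% = neutral control wells and 100% = positive control wells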
MITF TRPM1 HTS = activators of MITF-driven TRPM1 promoter reporter, primary screen, cell-based, SK-MEL-5, luciferase, single point; SK-MEL-5 TRPM1-promoter luciferase, 24 h; % of positive control, neutral wells = 0; activation, % at 12.5 µM; 0.75% of 300,000 active;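 active = mean activation of at least 80% with every replicate also reaching 80%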;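 note: 0% = neutral control wells and 100% = parthenolide positive control wells; values of inactives mirror those of a sister screen read the other way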
CDK5 inh = inhibitors of human CDK5/p35 kinase, primary screen, biochemical, single concentration; Cyclin-dependent kinase 5 (Homo sapiens) + Cyclin-dependent kinase 5 activator 1 (Homo …; Recombinant CDK5/p35, ADP-Glo luminescence, 60 min; inhibition, % at 10 µM; 0.01% of 330,000 active; AID 488839, 2010;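 active = highest replicate inhibition of at least 50% and at least 75% of replicates reaching 50%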;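 note: plate controls were DMSO neutral control for no effect and GW8510 at 10 µM for full effect; many of its hits are not listed in these tables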
Target sequence (Q00535 whole entry, looked up): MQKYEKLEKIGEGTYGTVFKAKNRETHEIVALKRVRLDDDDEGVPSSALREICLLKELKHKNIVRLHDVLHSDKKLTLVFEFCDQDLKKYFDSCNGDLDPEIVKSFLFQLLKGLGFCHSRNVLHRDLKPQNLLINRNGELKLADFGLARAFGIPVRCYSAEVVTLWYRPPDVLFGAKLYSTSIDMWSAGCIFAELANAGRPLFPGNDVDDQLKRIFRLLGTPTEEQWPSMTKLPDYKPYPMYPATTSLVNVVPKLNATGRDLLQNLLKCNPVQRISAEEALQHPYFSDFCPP
Target sequence (Q15078 whole entry, looked up): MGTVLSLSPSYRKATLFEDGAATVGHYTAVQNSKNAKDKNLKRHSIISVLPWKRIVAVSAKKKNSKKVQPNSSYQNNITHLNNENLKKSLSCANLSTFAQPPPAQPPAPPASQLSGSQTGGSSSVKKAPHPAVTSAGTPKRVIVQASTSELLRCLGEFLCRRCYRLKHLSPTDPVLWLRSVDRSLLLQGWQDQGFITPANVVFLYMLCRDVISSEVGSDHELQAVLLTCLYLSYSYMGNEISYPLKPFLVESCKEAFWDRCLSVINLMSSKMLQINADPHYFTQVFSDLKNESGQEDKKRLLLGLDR
cardiac RTF act = cardiac RTF calcium sensitivity activators, primary screen, biochemical, IANBD-TnC fluorescence, EC20 calcium | Troponin I, cardiac muscle (Homo sapiens) + Troponin T, cardiac muscle (Homo sapiens) + … | IANBD-labeled TnC RTF fluorescence at EC20 calcium; 0% EC20 calcium, 100% full calcium | activation, % at 7.2 µM | 0.24% of 340,000 active;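 active = activation above the mean over all tested compounds plus 3 SD, cut at about 30% in these data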;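 note: rise in fluorescence read as greater calcium sensitivity of cardiac thin filaments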
Starred values were filed as active, the others as inactive; . = no result given.

no.	Molecule	dFosB act	V-ATPase pH	Tat transport	CAL PDZ FP-1	CAL PDZ FP-2	Rtt109 Vps75	Wnt act	MITF TRPM1 HTS	CDK5 inh	cardiac RTF act
1	COc1cccc(-n2c(Cc3cc(=O)[nH]c(=O)[nH]3)nnc2SCC(=O)N2CCCC2)c1	1	-4	1	-0.3	.	15	.	.	-1.6	-9
2	O=c1[nH]c(Nc2ccccc2)cc2ccccc12	-2	-3	-24	0.7	0	-5	.	-3	1.0	-4
3	COc1ccc(C(=O)N2CCN(c3ccc([N+](=O)[O-])c(-n4nc(C)cc4C)c3)CC2)cc1	-16	4	-8	-0.5	0	10	2	-2	-0.2	0
4	CCc1nccn1CCC(=O)N1CCCC(Nc2ccc(F)cc2)C1 (stereo not given)	3	3	-16	-3.2	-3	1	-1	-6	-0.8	-3
5	Cc1ccccc1C(=O)NNC(=O)c1ccc(F)cc1	-6	1	0	-0.5	-3	11	1	.	0.0	-2
6	CCOC(=O)CN1C(=O)N[C@@H](c2cccs2)C(C(C)=O)=C1C	5	1	-3	-0.9	-5	2	0	0	-2.1	3
7	COc1cccc(Nc2nnc(SCN3C(=O)c4ccccc4C3=O)s2)c1	4	0	0	0.6	0	0	3	7	0.9	-4
8	O=C(NC(=S)Nc1cccc([N+](=O)[O-])c1)C1CCCC1	-5	0	-2	-1.6	-4	0	2	2	0.4	6
9	CN1CCN(C(=O)CCn2c(=O)c3cccn3c3cccnc32)CC1	-5	-2	-6	0.2	7	-7	-1	6	-0.6	-6
10	CCN(C(=O)CSc1ncnc2sccc12)c1c(N)n(Cc2ccccc2)c(=O)[nH]c1=O	6	3	7	0.9	2	-5	-2	0	0.7	-8
11	Cc1cccc(C(=O)N(C(=O)c2cccc(C)c2)N(C)C)c1	1	-3	-1	-0.8	-4	14	-2	2	-0.3	-5
12	COc1ccc2ccccc2c1/C=N/NC(=O)c1nnn(-c2nonc2N)c1CN(C)C	-1	8	-3	-2.5	-4	9	-1	-1	1.2	-5
13	CCOc1ccc(N2CC(C(=O)Nc3ccccc3C(=O)NC3CC3)CC2=O)cc1 (stereo not given)	-2	-6	-3	-0.9	-2	13	0	-8	1.1	-5
14	CC(C)(C)C1CCC2(CC1)SCC(=O)N2c1ccccc1 (stereo not given)	1	-2	-2	0.1	-3	4	-1	-3	1.1	2
15	CCc1cc2c(NC(Cc3ccccc3)C(=O)O)nc(C)nc2s1 (stereo not given)	3	-4	-12	0.1	-4	1	5	.	0.5	-7
16	CC1CN(CCCOc2ccccc2[N+](=O)[O-])CC(C)O1 (stereo not given)	6	8	4	-0.3	4	-2	-3	2	-0.8	-10
17	Cc1c(C(=O)N2CCC(C)CC2)sc2ncnc(N3CCN(c4ccccc4)CC3)c12	-8	-2	2	1.3	.	0	.	3	2.5	2
18	O=C(NCc1cccnc1)[C@@H]1CC=C[C@@H]2CCN(Cc3ccc(Cl)c(Cl)c3)C(=O)[C@@H]21	7	-2	4	-0.8	-3	14	-4	-1	3.0	-4
19	CC(C)Cc1nc(NCCN2CCOCC2)c(C#N)c2c1COC(C)(C)C2	-7	3	9	-1.5	0	7	-6	-3	0.2	7
20	CCOC(=O)Cc1c(C)nc2c(C#N)c[nH]n2c1=O	-2	2	32	-3.0	.	7	0	2	-2.0	1
21	COc1ccc(C(=O)Oc2ccc(C(=S)N3CCOCC3)cc2)cc1	-4	1	-2	-1.0	.	-25	0	9	-6.9	5
22	O=C(CCC(=O)NC1CCCCC1)NCc1ccc(F)cc1	-2	-3	-2	-0.3	-2	-1	-1	1	1.4	0
23	CCCNC(=O)Cn1sc2nc(C)cc(C)c2c1=O	-3	1	-6	-3.1	1	113*	-1	-7	15	-3
24	O=C(c1cnc(N2CCN(c3ccccn3)CC2)c2ccccc12)N1CCN(c2cccc(Cl)c2)CC1	-5	0	3	-1.1	3	-27	-5	-21	0.7	8
25	O=C(c1ccccc1)N(Cc1ccc(F)cc1)Cc1nc2ccccc2c(=O)[nH]1	-11	4	-3	-0.5	-2	31	.	-11	-1.4	1
26	COc1ccc(C(C)(C)C)cc1NC(=O)C1CC=CCC1C(=O)O (stereo not given)	-12	-1	1	-1.4	-3	-1	.	-5	2.3	1
27	Cc1noc(C(=O)Nc2ccc(C#N)cc2)c1Cl	-10	-1	8	0.8	-8	1	0	-1	0.1	-3
28	C=CCNc1nc(Cl)nc(NCc2ccco2)n1	-3	-1	2	-0.3	.	1	-1	.	-0.5	-1
29	O=C(CCCCCn1c(=S)[nH]c2cc3c(cc2c1=O)OCO3)N1CCN(Cc2ccccc2)CC1	2	-5	5	-1.6	-2	3	-1	.	-1.8	1
30	CCCNC(=O)c1cc2cc([N+](=O)[O-])ccc2s1	-5	1	-4	-1.1	-3	2	0	10	0.4	3

A different layout for some results above.
nr | dFosB act | V-ATPase pH | Tat transport | CAL PDZ FP-1 | CAL PDZ FP-2 | Rtt109 Vps75 | Wnt act | MITF TRPM1 HTS | CDK5 inh | cardiac RTF act | SMILES
22 | -2 | -3 | -2 | -0.3 | -2 | -1 | -1 | 1 | 1.4 | 0 | O=C(CCC(=O)NC1CCCCC1)NCc1ccc(F)cc1
23 | -3 | 1 | -6 | -3.1 | 1 | 113* | -1 | -7 | 15 | -3 | CCCNC(=O)Cn1sc2nc(C)cc(C)c2c1=O

Next part
no.	Molecule	dFosB act	V-ATPase pH	Tat transport	CAL PDZ FP-1	CAL PDZ FP-2	Rtt109 Vps75	Wnt act	MITF TRPM1 HTS	CDK5 inh	cardiac RTF act
31	CC1CCN(CCCNC(=O)c2coc3nc4ccccc4nc23)CC1	2	1	-6	-0.7	-1	-342	.	6	-0.3	-1
32	COc1ccc(/C=C2\N=C(c3ccccc3)N(c3ccc(C(=O)O)cc3)C2=O)cc1OC	-5	4	-3	-1.7	-1	27	6	33	-4.0	-3
33	O=C(C[C@@H]1C/C=C\C[C@H](NC(=O)OCC2c3ccccc3-c3ccccc32)C(=O)OC[C@@H]2CCCN2C1=O)NCCO	-3	-1	-1	0.3	1	2	-4	6	2.2	1
34	O=C(CSC1=NC(=O)C(c2ccccc2)C(=O)N1)Nc1ccccc1Cl (stereo not given)	-1	2	-17	.	-6	9	-2	0	0.1	2
35	Cc1cc(C(=O)NNC(=O)c2cccs2)nn1C(C)(C)C	2	-1	-6	-0.5	.	4	2	10	-1.3	2
36	COc1ccc(NC(=O)c2ccco2)cc1NC(=O)c1c(F)c(F)c(OC)c(F)c1F	-1	1	-10	0.2	.	-12	.	-6	1.0	-2
37	O=C(N/N=C/c1ccco1)c1ccncc1	0	-1	-7	0.1	-2	-8	.	4	1.7	-5
38	Cc1cccc(C(=O)NNC(=O)C23CC4CC(CC(C4)C2)C3)c1O	-4	-4	2	-2.0	0	0	-3	-2	-0.8	0
39	O=C(CCSc1nnc2ccccn12)Nc1ccc2c(c1)OCO2	4	4	-2	0.1	-2	0	1	12	2.3	-1
40	CCN(CC)/C(Sc1ccccc1)=C(/C(Cl)=C(Cl)Cl)[N+](=O)[O-]	-2	5	8	-1.3	-2	-3	1	6	-5.0	-3
41	COc1ccccc1OCCCCCCN1CCOCC1	2	3	2	-2.3	-1	-8	-4	0	-2.2	1
42	Cc1cc(/C=C2/NC(=O)N(c3ccccc3)C2=O)c(C)n1C(C)C	-7	1	8	-2.2	-1	-4	.	38	-1.9	-7
43	O=C(NCCCNC(=O)c1cc(Cl)ccc1Cl)c1ccco1	-1	-2	-7	-1.8	-4	22	-2	-9	0.4	-5
44	O=C(CSc1nnc(NC(=O)c2cccc(Cl)c2)s1)NCC1CCCO1 (stereo not given)	7	-2	-1	0.1	12	-7	-4	13	0.0	3
45	CC(=O)N1CCN(C(=O)CCNS(=O)(=O)c2ccccc2)CC1	-9	1	-3	-0.8	.	4	10	0	-3.1	1
46	CC(C1CC1)N(Cc1ccccc1)C(=O)NC(=O)c1ccccc1 (stereo not given)	-11	1	-2	-0.6	-2	3	-1	-5	-0.4	4
47	S=C(Nc1ccc2nsnc2c1)NC1CCCCC1	-12	11	-2	-0.6	-4	-4	-9	46	0.7	1
48	O=C(NC1CCCCC1)[C@@H]1CSC2c3ccccc3C(=O)N21 (stereo not given in full)	-5	-4	-1	-2.1	-6	-3	-1	.	2.6	2
49	CC(C)N1CSC(=S)N(Cc2ccccc2)C1	-3	2	-13	0.2	11	15	-2	-29	1.0	1
50	CN1CCC(NC(=O)CCc2ccccc2)CC1	-4	7	-7	0.9	3	2	1	.	0.7	-1
51	Cc1ccc(/C=C/c2ccc(N(C)C)cc2)[n+](C)c1	10	1	-11	0.0	-2	1	-6	-25	0.1	39*
52	Cc1cc(C(=O)CSc2nc(N)cc(N)n2)c(C)n1CC1CCCO1 (stereo not given)	-5	7	-13	-0.6	.	4	-4	6	-0.1	9
53	CC(OC(=O)CCN=C1NS(=O)(=O)c2ccccc21)C(=O)Nc1ccc(N(C)C)cc1 (stereo not given)	-6	3	0	0.4	13	-8	-1	-5	-2.1	3
54	Cc1ccc(C)c(OCC(O)CN2CCc3ccccc3C2)c1C (stereo not given)	-2	2	5	-0.3	-3	7	-4	-7	-0.5	3
